Assay outcomes: PubChem, Southern Research Specialized Biocontainment Screening Center
Salmonella PhoP GFP – PhoP regulon inhibitors, Salmonella typhi PhoP promoter GFP reporter, confirmatory (AID 1850) | one-dose inhibition, % at 50 µM; IC50 in µM for titrated hits | Salmonella Typhi PhoP-promoter GFP reporter, fluorescence, 4 h; higher % means a stronger effect | hit rate 0.33% among 310,000; in the data active means a potency from the dose series; inconclusive means inhibition mostly from about 25% at the one dose, without a potency; inactive means the rest, 99 in 100 with inhibition below about 19%;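 further: 0% = induced wells with vehicle and 100% = uninduced wells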
VEEV TC-83 Vero – inhibitors of VEEV TC-83 cytopathic effect, confirmation, Vero cells (AID 588727); Vero cells, VEEV TC-83 cytopathic effect inhibition; higher % means a stronger effect; one-dose inhibition, % at 20 µM; IC50 in µM for titrated hits; hit rate 0.13% among 350,000; in the data active means a potency from the dose series; inconclusive means inhibition mostly from about 14% at the one dose, without a potency; inactive means the rest, 99 in 100 with inhibition below about 12%; further: strong numbers were not always called active
M. tuberculosis – growth inhibition of non-replicating M. tuberculosis (AID 488890); hit rate 0.39% among 320,000; inhibition, % at 25 µM; hits with a dose series show IC50 in µM; Mycobacterium tuberculosis non-replicating, growth inhibition; higher % means a stronger effect; in the data active means a potency from the dose series; inconclusive means inhibition mostly from about 82% at the one dose, without a potency; inactive means the rest, 99 in 100 with inhibition below about 76%;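 further: plate controls were DMSO cells for no effect and high antibiotic wells for full effect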
H37Rv inhibition – M. tuberculosis growth inhibition, HTS (AID 449762). M. tuberculosis H37Rv growth inhibition, 7H9 media; higher % means a stronger effect. one-dose inhibition, % at 25 µM; IC50 in µM for titrated hits. hit rate 0.59% among 330,000; in the data active means a potency from the dose series; inconclusive means inhibition above about 70% without an active follow-up result;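 further: bacterial growth assessed after seven days of incubation; strong numbers were not always called active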
H1N1 NS1A inhibition – H1N1 influenza NS1A inhibitors, functional cell based assay (AID 504329). NS1A functional cell-based assay, percent inhibition; higher % means a stronger effect. inhibition, % at 12.5 µM; hits with a dose series show IC50 in µM. hit rate 0.3% among 340,000; in the data active means a potency from the dose series; inconclusive means inhibition above about 27% without an active follow-up result; further: strong numbers were not always called active
Starred values were filed as active, the others as inactive; i = inactive; u = inconclusive; x = not tested or not shown. Random draw from the library (roughly 1.4% active in at least one column).

SMILES	Salmonella PhoP GFP	VEEV TC-83 Vero	M. tuberculosis	H37Rv inhibition	H1N1 NS1A inhibition
Cc1ccc(C(=O)c2ccccc2C(=O)O)cc1C	0%	0.5%	14%	6%	2%
CCCCn1c(N)c(N(CC(C)C)C(=O)c2oc3ccc(Br)cc3c2C)c(=O)[nH]c1=O	17%	8.5%	32%	-2%	-3%
CCn1c(SCc2cccc(F)c2)nnc1-c1cccnc1	-4%	0.2%	20%	6%	10%
c1ccc(C2CC(c3ccccc3)n3c(nc4ccccc43)N2)cc1 (configuration not stated)	-16%	1.2%	-11%	-7%	-7%
O=c1oc(CCCO)cc2ccccc12	x	1.0%	-10%	1%	2%
COC(=O)c1ccc(N2CCOCC2)c(NC(=O)c2ccco2)c1	-6%	0.9%	12%	-3%	-9%
CSC1=N/C(=C\c2ccc(Cl)cc2)C(=O)N1N(C)C	16%	5.2%	10%	4%	-8%
COc1ccc(C)cc1NC1=NC(C)(C)CS1	4%	1.6%	-7%	1%	-6%
CC(C)n1cc(CN2CCCC(CNS(=O)(=O)c3cccc4cccnc34)C2)cn1 (configuration not stated)	-13%	0.9%	23%	5%	-6%
CCOc1ccc(Cn2nnc(C(=O)NCc3ccccc3)c2N)cc1	-1%	0.4%	-4%	-14%	1%
NC(=O)NC(=O)CSc1cccc(C(F)(F)F)c1	8%	0.2%	45%	5%	1%
O=C(NCc1cccnc1)c1ccccc1-c1ccccc1	3%	2.1%	18%	-3%	-4%
Cc1cc(C)n(-c2ccc(C(=O)OCc3nnc(-c4ccccc4)o3)cc2)n1	-13%	0.8%	7%	7%	-2%
C=CCN(Cc1nc(-c2ccccc2)no1)C(=O)c1ccco1	-9%	0.6%	27%	0%	0%
CCC(C)C(=O)Nc1nnc(SCC(=O)Nc2ccc(F)cc2)s1 (configuration not stated)	-29%	0.9%	72%	2%	-4%
CCC1CCCCN1Cc1ccc(CNC(=O)CCc2nnc3ccc(N4CCCCC4)nn23)o1 (configuration not stated)	1%	i	-6%	-6%	0%
CCC(=NCc1cccnc1)c1c(O)n(-c2ccc(C)cc2)c(=O)[nH]c1=O	-5%	2.1%	-19%	-4%	-8%
C=C(C)CSC1=C(C#N)C(c2ccccc2Cl)CC(=O)N1 (configuration not stated)	-4%	i	x	x	-2%
COCCCNCCCCOc1ccc(Br)cc1Cl	5%	0.7%	56%	-6%	8%
COc1cccc(N(C(C)=O)c2nc(C)cc(C)c2C#N)c1	1%	1.2%	-14%	2%	-1%
Nc1ncc(Br)cc1S(=O)(=O)Nc1ccccc1F	6%	4.8%	25%	-2%	1%
CC(NC(=O)c1cc(F)c(F)cc1Cl)c1ccncc1 (configuration not stated)	4%	0.6%	-6%	-1%	-4%
CCC(C)NC(=O)c1ccc2c(Cl)c3c(nc2c1)CCC3 (configuration not stated)	4%	2.0%	15%	-1%	-3%
CCOC(=O)CC(=O)CSc1nc2c(cc1C#N)CCC2	-14%	0.9%	7%	6%	-2%
O=C(OCc1csc(-c2ccccc2)n1)c1cccs1	3%	0.7%	u	53%	1%
C=CCc1cccc(/C=N/NC(=O)CNc2ccccc2OC)c1O	3%	1.1%	-4%	6%	0%
COCCn1c(SCc2ccc(F)cc2)nc2ccccc2c1=O	2%	6.4%	23%	48%	-7%
O=C(c1cnn2c(-c3ccccc3)cc(-c3ccccc3)nc12)N1CCN(Cc2ccccc2)CC1	-6%	8.3%	23%	u	-26%
CSc1nc(SCC(=O)NCc2ccco2)c2c3c(sc2n1)COC(C)(C)C3	-8%	i	13%	-7%	-2%
CN(C)c1nc(OCCNC(=O)Nc2ccc(Cl)cc2)nc(N(C)C)n1	-2%	i	2%	-11%	-5%
CN(C)CCNC(=O)COc1cccc2c1OC(C)(C)C2	2%	1.1%	2%	-1%	-2%
COC(=O)c1sc(NC(=S)NC(=O)c2cccc(Br)c2)nc1C	-3%	2.1%	9%	10%	-6%
CC(C)(C)c1ccc(C(=O)N2CCN(CCNC(=O)C(=O)NCc3ccc(Cl)cc3)CC2)cc1	-7%	1.5%	67%	23µM*	11%
CCCOc1ccc(C2=NNC(=O)CC2)cc1	-2%	0.1%	51%	5%	-1%
COc1cc(OC)c(OC)cc1NC(=O)CC1COc2ccccc2O1 (configuration not stated)	11%	1.4%	7%	-10%	-4%
O=C(Nc1cccc(Cl)c1)N1CCCC1	0%	0.8%	12%	-3%	-1%
O=C(CN1C(=O)c2ccccc2S1(=O)=O)Nc1ccc(S(=O)(=O)Nc2ncccn2)cc1	x	1.6%	x	x	-8%
CC(C)CCC(CC(C)O)C(=O)NNC(=S)Nc1ccccc1 (configuration not stated)	3%	5.6%	-6%	-3%	-7%
Cc1cc(NC(=O)CCC(=O)N(Cc2ccco2)C2(C(=O)NC3CCCCC3)CCCCC2)no1	8%	1.2%	4%	3%	8%
c1ccc2sc(C3CCN(Cc4nnnn4Cc4ccc5c(c4)OCO5)CC3)nc2c1	-12%	4.3%	21%	-3%	0%
O=C(CSc1nnc(C2CCCCC2)n1Cc1ccccc1)NCc1ccco1	2%	2.5%	31%	2%	18%
COc1ccc(NC(=O)CNC(c2ccccc2)c2ccccc2)cc1	-5%	i	1%	8%	-2%
COc1ccc(C(=O)OCC(=O)NC2CC2)cc1[N+](=O)[O-]	-8%	0.5%	4%	-3%	-15%
COc1ccc(-c2c[n+](CC(=O)N3c4ccccc4Sc4ccccc43)c3n2CCC3)cc1	19%	i	72%	u	14%
N#CNC(=Nc1ccc(F)cc1)SCc1ccccc1	-10%	0.4%	-30%	2%	1%
Cc1cc(F)ccc1S(=O)(=O)N1CCCOC1CNC(=O)C(=O)NCc1ccncc1 (configuration not stated)	-3%	i	-3%	-23%	-4%
Cc1cccc(-n2ncc3c(=O)[nH]c(SCC(=O)Nc4cc(C)on4)nc32)c1	x	0.6%	-9%	5%	-11%
CCOC(=O)CN(C(=O)CSc1nnc(-c2ccncc2)n1CCCOC)c1ccccc1	2%	1.2%	8%	-3%	4%
CN(C(=O)c1cccc(NC(=O)Cc2ccc(NC(=O)C3CCN(S(=O)(=O)c4cccc([N+](=O)[O-])c4)CC3)cc2)c1)C1CCC1	x	i	x	x	11%
COc1cc(OC)c2c(C)cc(=O)oc2c1C(CCN1CCOCC1)c1ccc(N(C)C)cc1 (configuration not stated)	4%	i	-3%	-1%	8%
COc1ccc(CCNC(=O)c2cc(C3CC3)nc3c2cnn3C(C)C)cc1OC	x	0.9%	19%	-2%	-2%
CN(C(=O)CSc1nc2ccccc2c(=O)n1C)C1CCS(=O)(=O)C1 (configuration not stated)	x	1.6%	-2%	-1%	-1%
O=[N+]([O-])c1cccc(CN2[C@@H](Cc3ccccc3)COCCS2(=O)=O)c1	7%	4.5%	-8%	-1%	8%
Cc1ccc(C(=O)C(C)Sc2nnc(N)s2)cc1 (configuration not stated)	-12%	0.1%	-8%	3%	-10%
CCC(=O)N1CCC2(CC1)Oc1ccc(F)cc1C(=O)C21CC(c2ccc(Cl)cc2)=NO1 (configuration not stated)	-7%	5.1%	15%	u	-21%
Cc1nc(N2CCN(C(c3ccccc3)c3ccccc3)CC2)[nH]c(=O)c1C	-2%	i	x	x	-8%
COC(=O)/C(=C/c1cccc([N+](=O)[O-])c1)NC(=O)c1ccc(OC)cc1	-4%	1.9%	-7%	1%	-8%
CCOc1ccc(-c2c[n+](=O)c3c(n2[O-])CCCC3)c(OCC)c1	10%	0.7%	-7%	-4%	-5%
c1ccc2c3n(nc2c1)CCCCO3	x	0.2%	-13%	5%	-6%
Cc1cnc(C(=O)OC(C)C(=O)Nc2ccc(Oc3ccccc3)cc2)cn1 (configuration not stated)	x	5.9%	24%	-10%	-8%
The results go on.
SMILES	Salmonella PhoP GFP	VEEV TC-83 Vero	M. tuberculosis	H37Rv inhibition	H1N1 NS1A inhibition
CCCCC12CN3CCN(CC(C3)/C1=N\NC(=O)c1ccccc1N)C2	-3%	i	-1%	1%	14%
CC1CN(CC(O)COc2ccc(C(C)C)cc2)CC(C)O1 (configuration not stated)	7%	1.4%	30%	0%	2%
O=C(Nc1ccccc1)C1=C(O)CC(c2ccoc2)CC1=Nc1ccccc1 (configuration not stated)	7%	0.9%	-8%	4%	11%
CC(=O)Nc1ccc(CN2CCN(CC(C)C)C(CCO)C2)cc1 (configuration not stated)	-2%	0.8%	0%	-8%	-2%
O=C(N/N=C/c1ccc([N+](=O)[O-])cc1)c1cnccn1	-3%	x	-10%	0%	x
CC(C)CC(=O)N1CCN(Cc2cccc([N+](=O)[O-])c2)CC1	-20%	1.6%	-9%	-11%	-8%
CSc1ccc(/C=C/C(=O)NC23CC4CC(CC(C4)C2)C3)cc1	2%	1.5%	56%	53%	10%
N#CC(=Nc1ccccc1)c1ccccc1	x	2.4%	x	x	-1%
Fc1ccc(C2CC(c3ccco3)=Nc3ccccc3S2)cc1 (configuration not stated)	9%	0.8%	79%	u	3%
O=c1[nH]c(=S)[nH]nc1Cc1ccc(Cl)c(Cl)c1	-46%	1.1%	60%	-1%	-1%
Cc1cccc(NS(=O)(=O)c2nnc(NC(=O)c3ccc(Cl)cc3)s2)c1	-11%	0.6%	x	-6%	-8%
O=S1(=O)CC(O)C(N=Nc2c(O)n(Cc3ccccc3)c3ccccc23)C1 (configuration not stated)	3%	1.0%	17%	1%	-7%
COC(=O)c1cc(COC(=O)c2nc3nc(C)cc(C)n3n2)oc1C	3%	1.6%	-6%	7%	4%
CCCNS(=O)(=O)/C=C/c1ccccc1	6%	0.5%	30%	-3%	-5%
COc1ccccc1/C=C(/C(=O)OCC(N)=O)c1ccccc1	-1%	i	9%	-4%	4%
COC(=O)c1ccccc1NC(=O)CSc1nnc(Cc2ccc(Cl)cc2)o1	-12%	i	u	29%	3%
COc1ccc(CCC(=O)Nc2cnc3ccccc3c2)cc1	-2%	2.1%	57%	u	1%
Cc1ccc(-n2cc3c(=O)n(C)c(=O)n(C)c3c2)cc1C	-4%	2.7%	x	6%	-3%
NS(=O)(=O)c1ccc(CNS(=O)(=O)c2cc(C(=O)O)ccc2Cl)cc1	1%	1.1%	7%	-5%	1%
O=C(NCCc1ccc(Cl)cc1)c1cnccn1	-9%	0.3%	60%	44%	-1%
CCCN(c1ccc(OCC)cc1)S(=O)(=O)c1ccc2c(c1)CCN2C(=O)CCC(=O)O	-4%	0.3%	-1%	-6%	19%
CCC(=O)c1ccc(OCC(=O)OCC(=O)N(C)CC(=O)Nc2ccc(F)cc2)cc1	-6%	3.1%	-12%	6%	-3%
O=c1c(OC2OC(CO)C(O)C(O)C2OC2OC(CO)C(O)C(O)C2O)c(-c2ccc(O)cc2)oc2cc(O)cc(O)c12 (configuration not stated)	0%	0.5%	-5%	-11%	8%
CCOC(=O)c1[nH]c2ccccc2c1NC(=O)C1CCCCC1	-4%	0.1%	-12%	-4%	-9%

Limited to VEEV TC-83 Vero, Salmonella PhoP GFP and H37Rv inhibition, for 3 of the compounds above:
Compound | VEEV TC-83 Vero | Salmonella PhoP GFP | H37Rv inhibition
COC(=O)c1ccccc1NC(=O)CSc1nnc(Cc2ccc(Cl)cc2)o1 | i | -12% | 29%
COc1ccc(CCC(=O)Nc2cnc3ccccc3c2)cc1 | 2.1% | -2% | u
Cc1ccc(-n2cc3c(=O)n(C)c(=O)n(C)c3c2)cc1C | 2.7% | -4% | 6%

Compound profiles, from the list above.
Results for `CCOC(=O)c1[nH]c2ccccc2c1NC(=O)C1CCCCC1` = Salmonella PhoP GFP = -4%; VEEV TC-83 Vero = 0.1%; M. tuberculosis = -12%; H37Rv inhibition = -4%; H1N1 NS1A inhibition = -9%
Results for `COC(=O)c1cc(COC(=O)c2nc3nc(C)cc(C)n3n2)oc1C` = Salmonella PhoP GFP = 3%; VEEV TC-83 Vero = 1.6%; M. tuberculosis = -6%; H37Rv inhibition = 7%; H1N1 NS1A inhibition = 4%
Results for `COC(=O)c1ccccc1NC(=O)CSc1nnc(Cc2ccc(Cl)cc2)o1` = Salmonella PhoP GFP = -12%; VEEV TC-83 Vero = i; M. tuberculosis = u; H37Rv inhibition = 29%; H1N1 NS1A inhibition = 3%

Next section
SMILES	Salmonella PhoP GFP	VEEV TC-83 Vero	M. tuberculosis	H37Rv inhibition	H1N1 NS1A inhibition
COc1cc2oc(=O)ccc2cc1[C@H](O)[C@@H](O)C(C)(C)O	x	3.5%	-5%	-11%	-2%
CN=C(C)c1c(O)c2ccccc2oc1=O	5%	0.8%	10%	5%	-3%
COc1cccc(N2CCN(C(=O)c3ccc(CSc4nc5ccncc5[nH]4)cc3)CC2)c1	-1%	8.2%	65%	-4%	1%
CC(C)(C)n1cnc(C(N)=O)c1N	1%	i	8%	4%	9%
